High-throughput results deposited in PubChem by several laboratories.
RSV CPE inhibition: RSV antiviral activity via CPE protection, HEp-2 cells, primary 10 µM value included (AID 2391). hit rate 0.13% among 310,000. HEp-2 cells, RSV-induced CPE inhibition; higher % means a stronger effect. CPE inhibition, % at 10 µM; hits with a dose series show IC50 in µM; in the data active = a potency from the dose series; inconclusive = CPE inhibition mostly from about 23% at the one dose, without a potency; inactive = the rest, 99 in 100 with CPE inhibition below about 21%; note: strong numbers were not always called active
MgcRacGAP inhibition: MgcRacGAP GTPase-activating activity inhibitors, confirmation, biochemical, ADP Hunter fluorescence; MgcRacGAP-stimulated Rac1 GTP hydrolysis, ADP Hunter fluorescence; higher % means a stronger effect; GST-tagged Rac1 F28L mutant substrate; inhibition, % at 30 µM, or IC50 in µM where a hit was titrated; hit rate 0.6% among 340,000;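 active = first-screen hits whose inhibition reached a set limit at any dose in the follow-up dose series; inconclusive = inhibition above the set first-screen limit but never retested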;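 note: fluorescence reports GDP produced by GAP-driven GTP hydrolysis; strong numbers were not always called active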
West Nile antiviral: inhibition of WNV-induced cytopathic effect – cell-based, CPE readout (AID 1621); West Nile virus-infected cells, CPE inhibition; higher % means a stronger effect; CPE inhibition, % at 10 µM; hits with a dose series show IC50 in µM; hit rate 0.02% among 290,000; in the data active = a potency from the dose series; inconclusive = CPE inhibition mostly from about 3.7% at the one dose, without a potency; inactive = the rest, 99 in 100 with CPE inhibition below about 2.2%; note: strong numbers were not always called active
Salmonella PhoP GFP: inhibitors of PhoP regulon expression, primary screen, Salmonella Typhimurium, GFP reporter (AID 1863); hit rate 0.16% among 300,000; S. Typhimurium PhoP-regulated promoter GFP reporter, 4 h; higher % means a stronger effect; inhibition, % at 50 µM; hits with a dose series show IC50 in µM;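 active = inhibition over 29.93%, a cutoff 3 SD above the screen mean, later confirmed by dose response; inconclusive = inhibition over 29.93% but no dose response follow-up; inactive = inhibition at most 29.93% or unconfirmed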;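 note: 0% = low Mg2+ inducing control and 100% = high Mg2+ repressing control; strong numbers were not always called active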
Myeloid diff MLP: myeloid differentiation induction; ER-HoxA9 myeloid progenitors, lysozyme-GFP differentiation, flow cytometry; calls only at 10 µM; hit rate 1% among 360,000; AID 624256;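 active = normalized GFP-positive differentiation at or above the plate's own cutoff, the solvent-only control mean plus 3 SD; inconclusive = no clear call, values can overlap the other calls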;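 note: cells exposed to compound for four days before flow analysis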
Large T inhibition: SV40 large T antigen inhibitors, biochemical (AID 1903); SV40 large T antigen ATPase/helicase inhibition assay; higher % means a stronger effect; inhibition, % at 20 µM, or IC50 in µM where a hit was titrated; hit rate 0.39% among 310,000; in the data active = a potency from the dose series; inconclusive = inhibition mostly from about 32% at the one dose, without a potency; inactive = the rest, 99 in 100 with inhibition below about 32%; note: strong numbers were not always called active
WT yeast gro inh: growth inhibition of WT yeast, mitochondrial fusion screen. hit rate 2.1% among 190,000. AID 1362. mitochondrial fusion phenotypic screen, WT strain. inhibition, % at 10 µM; in the data active = inhibition above about 58%; tested in S. cerevisiae
b-catenin transl: beta-catenin nuclear translocation modulation; HeLa beta-catenin nuclear translocation, immunofluorescence imaging; nuclear translocation activity, % at 5 µM; hit rate 0.3% among 190,000; AID 1665;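 active = nuclear translocation activity above 50% at 5 µM, with a well cell count of 50 or more; inconclusive = wells under 50 cells across six images, flagged as toxic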;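 note: per-cell ratio of nuclear to cytoplasmic median beta-catenin stain intensity; plate controls were DMSO negative control for no effect and GSK-3 inhibitor IX positive control for full effect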
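test system = HeLa cells, endogenous beta-catenin | dosing = single 5 µM dose plus 0.02–20 µM confirmation series | times = compound treatment 24 h, 37°C, 5% CO2 | technique = beta-catenin immunofluorescence imaging with DAPI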
T cell HTS: T cell immune modulation candidate. 2C CD8+ T cell-vesicle binding, flow cytometry; stronger effect = lower value. calls only at 7 µM. AID 2052. hit rate 0.068% among 330,000;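 active = response, share of CD8 T cells binding vesicles, and their 90th percentile fluorescence all below set limits, cut at about 80% in these data, passing the limit was not always enough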
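Material: murine 2C transgenic CD8+ T lymphocytes / Also added: QL9-peptide-loaded Drosophila micro-vesicles bearing Ld, ICAM-1 and B7-1 / Schedule: binding step 1.5 h, 37 °C, antibody labelling 20 min, ice / Signal: flow cytometry, PE anti-B7-1 (FL2) versus Alexa647 anti-CD8 (FL8), PFA-fixed / Evaluation: percent CD8+ FL2 mean versus row control / Benchmarks: naked versus QL9-loaded vesicles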
WT yeast gro inh mutant strain: further read-out of WT yeast gro inh, marked with its call; inhibition, %; mitochondrial fusion phenotypic screen, mutant strain inhibition
b-catenin transl cell count 5 µM: second read-out of b-catenin transl, no call of its own (marks repeat the call); cell count; measured here: cell count, cytotoxicity flag
T cell HTS vesicle-bound %: further read-out of T cell HTS, marked with its call; double positive events, %; measured here: CD8+ vesicle-bound cell fraction;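 binding gate set so that unloaded-vesicle control wells show 10% double positive cells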
Myeloid diff MLP GFP+ MAC1+ %: second read-out of Myeloid diff MLP, no call of its own (marks repeat the call); GFP+ MAC1+ double positive, %; measured here: differentiation confirmed by MAC1 staining
An asterisk follows results filed as active; i = inactive; u = inconclusive; x = no result given; + = active, no number.

SMILES	RSV CPE inhibition	MgcRacGAP inhibition	West Nile antiviral	Salmonella PhoP GFP	Myeloid diff MLP	Myeloid diff MLP GFP+ MAC1+ %	Large T inhibition	WT yeast gro inh	WT yeast gro inh mutant strain	b-catenin transl	b-catenin transl cell count 5 µM	T cell HTS	T cell HTS vesicle-bound %
Cc1cc(C(=O)O)c2ccccc2n1	1.1%	-3%	0.0%	-12%	+	3.7*	10%	-2	-10	x	x	i	41
CCCc1nnc(NC(=O)c2c(O)c3cccc4c3n(c2=O)CCC4)s1	0.3%	x	0.5%	x	x	x	x	x	x	-5.7	1211	i	35
CC(NC(=O)c1ccccc1Cl)c1nnc(SCC(=O)Nc2ccc(C(=O)O)cc2)n1C (stereo unspecified)	1.1%	3%	-0.2%	-4%	i	1.1	22%	-13	-3	-2.8	590	i	40
CC(CCc1ccccc1)NC(=O)CCCCCNc1nc(=S)[nH]c2ccccc12 (stereo unspecified)	11%	x	-0.3%	0%	x	x	5%	-4	16	-1.2	1138	i	42
O=C(Nc1ccccc1C(=O)NCc1cccnc1)c1ccccc1F	1.4%	4%	0.8%	2%	i	0.4	19%	x	x	x	x	i	17
Cc1cccc(C)c1OCc1cc(C(=O)N2CCC(C3CCCCC3)C2)no1 (stereo unspecified)	2.0%	5%	-1.0%	-2%	i	2.1	18%	x	x	x	x	i	16
Cc1ccccc1OCc1nc2ccccc2c(=O)n1/N=C/c1c[nH]c2ccccc12	u	-1%	-0.9%	1%	i	0.8	12%	8	-12	-2.6	553	i	25
CCC(C)(C)NS(=O)(=O)c1cc(CN2C(=O)c3cccnc3C2=O)ccc1OC	-0.8%	2%	0.3%	8%	i	0.5	14%	x	x	x	x	i	23
C(=C\c1ccccc1)/CSc1nnc(-c2ccccc2)n1Cc1ccco1	2.8%	11%	2.0%	-4%	u	x	13%	5	-10	141*	687*	i	13
O=C(O)C(NC(=O)C1CCCN1C(=O)OCc1ccccc1)c1ccccc1 (stereo unspecified)	1.2%	4%	0.6%	5%	i	0.8	4%	x	x	x	x	i	40
CN(c1ccc(OCC(=O)N2CCCCC2)cc1)S(=O)(=O)c1cccs1	-2.5%	1%	-0.2%	3%	i	1.1	6%	-27	-26	2.1	607	i	47
COc1ccc(C(=O)OCC(=O)NCC2CCCO2)cc1[N+](=O)[O-] (stereo unspecified)	0.7%	5%	-0.2%	-2%	i	0.4	6%	4	9	3.1	822	i	24
COc1ccc(S(=O)(=O)N(C(=O)c2ccncc2)c2ccc(OC(=O)c3ccncc3)cc2)cc1	0.8%	18%	-0.4%	-4%	i	0.4	30%	8	3	-1.7	1141	i	54
Cc1ccc(-n2c(-c3cccc(C)c3)n[nH]c2=S)cc1	1.8%	7%	0.2%	13%	i	16	2%	3	20	-6.8	1160	i	20
CC(C)N(C)Cc1nnnn1CC(=O)N(C)Cc1cccc(Cl)c1	0.0%	5%	-1.0%	7%	i	0.4	3%	x	x	x	x	i	33
CCC(=O)c1ccc(N2CCN(C(=O)COc3ccc(F)cc3)CC2)c(F)c1	-0.8%	0%	-0.6%	2%	i	1.8	6%	13	4	1.8	1398	i	16
NC(=S)Nc1cccc(O)c1	-0.2%	1%	0.8%	-6%	i	0.3	23%	x	x	-1.1	1323	i	49
O=C(Nc1ccc(Cl)cc1)N1CCSc2ccccc21	4.8%	8%	0.9%	-4%	i	1.9	24%	42	44	-3.0	827	i	42
Cc1ccc(-n2nc3c(c2NC(=O)c2ccco2)CS(=O)C3)cc1 (stereo unspecified)	-0.2%	6%	0.7%	6%	i	2.0	2%	x	x	x	x	i	58
CCOc1ccc(CN2CCN(Cc3cc4c(cc3Cl)OCO4)CC2CCO)cc1 (stereo unspecified)	0.9%	13%	-1.0%	-5%	i	0.1	-1%	x	x	0.5	1358	i	0

Shown with each value named: part of the list above.
compound: CN(c1ccc(OCC(=O)N2CCCCC2)cc1)S(=O)(=O)c1cccs1
  RSV CPE inhibition: -2.5%; MgcRacGAP inhibition: 1%; West Nile antiviral: -0.2%; Salmonella PhoP GFP: 3%; Myeloid diff MLP: i; Myeloid diff MLP GFP+ MAC1+ %: 1.1; Large T inhibition: 6%; WT yeast gro inh: -27; WT yeast gro inh mutant strain: -26; b-catenin transl: 2.1; b-catenin transl cell count 5 µM: 607; T cell HTS: i; T cell HTS vesicle-bound %: 47
compound: COc1ccc(C(=O)OCC(=O)NCC2CCCO2)cc1[N+](=O)[O-] (stereo unspecified)
  RSV CPE inhibition: 0.7%; MgcRacGAP inhibition: 5%; West Nile antiviral: -0.2%; Salmonella PhoP GFP: -2%; Myeloid diff MLP: i; Myeloid diff MLP GFP+ MAC1+ %: 0.4; Large T inhibition: 6%; WT yeast gro inh: 4; WT yeast gro inh mutant strain: 9; b-catenin transl: 3.1; b-catenin transl cell count 5 µM: 822; T cell HTS: i; T cell HTS vesicle-bound %: 24
compound: COc1ccc(S(=O)(=O)N(C(=O)c2ccncc2)c2ccc(OC(=O)c3ccncc3)cc2)cc1
  RSV CPE inhibition: 0.8%; MgcRacGAP inhibition: 18%; West Nile antiviral: -0.4%; Salmonella PhoP GFP: -4%; Myeloid diff MLP: i; Myeloid diff MLP GFP+ MAC1+ %: 0.4; Large T inhibition: 30%; WT yeast gro inh: 8; WT yeast gro inh mutant strain: 3; b-catenin transl: -1.7; b-catenin transl cell count 5 µM: 1141; T cell HTS: i; T cell HTS vesicle-bound %: 54
compound: Cc1ccc(-n2c(-c3cccc(C)c3)n[nH]c2=S)cc1
  RSV CPE inhibition: 1.8%; MgcRacGAP inhibition: 7%; West Nile antiviral: 0.2%; Salmonella PhoP GFP: 13%; Myeloid diff MLP: i; Myeloid diff MLP GFP+ MAC1+ %: 16; Large T inhibition: 2%; WT yeast gro inh: 3; WT yeast gro inh mutant strain: 20; b-catenin transl: -6.8; b-catenin transl cell count 5 µM: 1160; T cell HTS: i; T cell HTS vesicle-bound %: 20

Other entries follow:
SMILES	RSV CPE inhibition	MgcRacGAP inhibition	West Nile antiviral	Salmonella PhoP GFP	Myeloid diff MLP	Myeloid diff MLP GFP+ MAC1+ %	Large T inhibition	WT yeast gro inh	WT yeast gro inh mutant strain	b-catenin transl	b-catenin transl cell count 5 µM	T cell HTS	T cell HTS vesicle-bound %
COc1ccc(COC(=O)C2=C(C)NC(=O)NC2c2ccc(F)cc2)cc1 (stereo unspecified)	3.1%	13%	-1.1%	5%	i	0.9	4%	x	x	x	x	i	52
COCCn1c(=O)[nH]c2cc(C(=O)N3CCN(c4cccc(C)c4C)CC3)ccc2c1=O	5.5%	5%	-1.1%	2%	i	3.8	4%	x	x	x	x	i	45
CC1(C)Cc2c(sc3nc[nH]c(=O)c23)CO1	0.3%	-4%	0.0%	-4%	i	0.2	12%	-6	-2	-1.3	984	i	29
CC(=O)c1ccc([C@H]2C[C@@]34CN(C(=O)OC(C)(C)C)S(=O)(=O)[C@H]3C[C@H]2O4)cc1	-0.5%	4%	0.0%	-4%	i	1.9	12%	x	x	-0.1	1113	i	14
COc1cccc(-c2ccc3nnc(SCC(=O)N4CCOCC4)n3n2)c1	-2.3%	6%	x	2%	i	0.6	9%	x	x	x	x	i	22
C=CCN1C(=O)C2(OCCO2)c2cc(C)ccc21	-0.2%	-7%	0.5%	3%	i	0.3	3%	x	x	x	x	i	21
O=C(COC(=O)CNC(=O)c1cccc(OC(F)F)c1)NNC(=O)c1ccccc1	1.3%	1%	x	x	i	0.6	x	x	x	x	x	i	40
COc1ccc(CCNC(=O)c2cnc3n(c2=O)CCS3)cc1OC	0.3%	8%	0.5%	-5%	i	8.3	7%	38	28	-2.4	1247	i	10
Cc1ccnc(NC(=O)COC(=O)C23CC4CC(CC(C4)C2)C3)n1	1.8%	13%	0.0%	-14%	i	0.6	12%	x	x	-1.8	1049	i	24
Cn1c(SCC(=O)Nc2ccc(N3CCOCC3)cc2)nnc1-c1ccccc1F	-0.3%	8%	-0.4%	0%	i	1.6	9%	x	x	x	x	i	19
CNC(=O)c1c(C)[nH]c(=S)c(C#N)c1-c1ccco1	0.7%	9%	0.0%	-13%	i	0.0	14%	x	x	-0.6	1262	i	41
O=C(Nc1ccc(F)cc1F)c1ccc2c(c1)[nH]c(=O)n2Cc1ccc(F)cc1	1.4%	3%	-1.0%	-2%	i	0.6	22%	x	x	x	x	i	17
COc1ccc(CCNC(=O)c2cc3c(=O)n4cccc(C)c4nc3n(CCCN3CCOCC3)c2=N)cc1	-3.6%	19%	66%	-5%	u	x	15%	x	x	x	x	i	19
Nc1nc2ncc(C(=O)c3cc(Cl)cc(Cl)c3O)cc2s1	4.9%	-38%	0.5%	-3%	i	0.9	20%	x	x	0.3	1104	i	32
O=C(C1CCC(CNc2c(N3CCCC3)c(=O)c2=O)CC1)N1CCc2ccccc21 (stereo unspecified)	0.0%	16%	0.1%	0%	i	0.3	-5%	x	x	0.0	1304	i	27
N#C/C(=C(/O)COC(=O)CCc1ccc(S(=O)(=O)N2CCOCC2)cc1)c1nc2ccccc2[nH]1	-0.8%	8%	0.8%	-18%	i	1.8	12%	6	9	12	713	i	43
COc1ccc(N2CCN(C(CNC(=O)C(=O)NC3CCCC3)c3ccco3)CC2)cc1 (stereo unspecified)	-0.3%	0%	x	4%	i	1.6	15%	x	x	x	x	i	26
COc1cccc(-n2nnnc2SCC(=O)c2ccc(NC(C)=O)cc2)c1	-1.2%	5%	0.0%	-2%	i	8.0	18%	15	8	-3.4	1057	i	16
CCNS(=O)(=O)c1ccc2c3c(cccc13)C(=O)N2	1.0%	2%	-0.6%	29%	i	1.0	-1%	2	8	x	x	i	32
CN(C)CC(C)(C)CNS(=O)(=O)c1ccc(Cl)cc1	0.1%	9%	-0.5%	9%	i	0.5	4%	18	16	1.0	1154	i	36
